# TRPM1 prom inh – inhibitors of MITF-dependent TRPM1 promoter reporter, primary screen, cell-based, SK-MEL-5, single point, luciferase; SK-MEL-5 TRPM1 promoter luciferase, 24 h; inhibition, % at 12.5 µM; 330,000 tested, 0.83% active;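 active = mean inhibition across replicates of 60% or more, whatever share of single replicates reaches that level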; also: values of inactives mirror those of a sister screen read the other way
# EBV LMP1 NFkB – EBV LMP1-driven NF-kappaB luciferase reporter inhibitors, primary screen, cell-based, luminescence, single point; LMP1-induced NF-kappaB luciferase reporter cells; inhibition, % at 12.5 µM; 350,000 tested, 0.69% active; AID 504558, 2011; in the data active = inhibition above about 41%;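 also: 0% = neutral control wells and 100% = reference inhibitor control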
# HIF-2a block – HIF-2a reporter inhibitors, primary screen, luminescence, 786-0 RCC cells. 786-0 RCC cells HIF-2a reporter, luciferase luminescence, overnight. inhibition, % at 18.8 µM. 360,000 tested, 0.72% active;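 active = inhibition of the luminescence signal of 40% or more relative to plate controls, in a single-dose primary screen at 18.75 µM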
# Shn3 3UTR inh – reduction of Shn3 3'UTR firefly luciferase signal, primary screen, Schnurri-3 inhibitor project, cell-based, Clone20 osteoblasts, set 2; Clone20 osteoblast Shn3 3'UTR firefly luciferase, 24 h; 360,000 tested, 0.52% active; inhibition, % at 12.5 µM;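 active = mean inhibition of at least 75% with every replicate also reaching 75%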;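 also: 0% = median of neutral control wells and 100% = pilot-screen positive control compound; some compounds past the cut are filed as inactive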
# NR2E3 ag-1 – inhibitors of NR2E3-RetCOR corepressor binding, primary screen, NR2E3 agonist project, biochemical, TR-FRET, GST-NR2E3, biotin-RetCOR; 1536-well; inhibition of corepressor binding, % at 4.78 µM; 320,000 tested, 0.12% active; AID 2300, 2010;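 active = percent inhibition above the cutoff of mean plus 3 SD of all tested compounds, set per screening campaign, cut at about 20% in these data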;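 also: 0% = DMSO wells and 100% = biotin wells as full block of FRET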
# Target sequence (Q9Y5X4 whole entry, looked up): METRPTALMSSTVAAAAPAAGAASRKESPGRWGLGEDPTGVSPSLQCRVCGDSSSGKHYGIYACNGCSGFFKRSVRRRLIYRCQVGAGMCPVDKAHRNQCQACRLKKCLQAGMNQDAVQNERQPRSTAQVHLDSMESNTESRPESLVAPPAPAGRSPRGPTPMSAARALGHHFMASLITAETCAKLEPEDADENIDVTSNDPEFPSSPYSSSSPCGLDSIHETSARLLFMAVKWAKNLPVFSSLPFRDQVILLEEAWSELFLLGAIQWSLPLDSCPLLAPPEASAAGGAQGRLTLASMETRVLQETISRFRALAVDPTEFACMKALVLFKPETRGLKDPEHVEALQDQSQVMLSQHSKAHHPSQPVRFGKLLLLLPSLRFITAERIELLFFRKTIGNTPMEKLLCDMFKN
#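 Material: NR2E3–RetCOR corepressor complex | Quantity: 1.35 nM GST-tagged NR2E3 final | Schedule: 5 h at 4 °C | Replication: Singlicate compound wells | Reagent: RetCOR corepressor, biotinylated, 7 nM | Controls: Biotin wells as high control, 0.6% DMSO wells as low control | Signal: TR-FRET, Eu(K)-anti-GST donor, streptavidin-D2 acceptor, ex 340, em 617/671 nm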
# CF NFkB inh – inhibitors of PAF-induced NF-kB signaling, primary screen, cell-based, GFP fluorescence, uHTS; KKLEB NF-kB-GFP reporter, GFP fluorescence overnight; inhibition, % at 5 µM; 360,000 tested, 0.86% active; AID 588850, 2011;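 active = at least 50% inhibition at 5 µM, scaled per plate between neutral and stimulator controls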;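 also: PAF is a Pseudomonas aeruginosa culture filtrate used as stimulus; plate controls were PAF-stimulated DMSO wells for no effect and unstimulated DMSO wells for full effect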
# TRAIL sens C8 – viability loss with TRAIL in NB7+C8 cells, primary screen, TRAIL sensitizer project, cell-based, ATPlite luminescence | inhibition (viability loss, TRAIL sensitization), % at 10 µM | AID 624354, 2012 | 360,000 tested, 1% active;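 active = compounds causing at least 50% loss of cell viability in the single-dose screen, relative to plate controls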
# NR2E3 ag-2 – NR2E3 agonists in two-hybrid cells, primary screen, cell-based, luminescence, CHO-S, Gal4-NCOR/VP16-NR2E3; Photoreceptor-specific nuclear receptor (Homo sapiens), Q9Y5X4; luciferase; AID 602229, 2012; 360,000 tested, 0.35% active; inhibition of corepressor binding, % at 3.98 µM;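 active = inhibition above the mean of all tested compounds plus 3 SD, cut at about 70% in these data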;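 also: 0% = DMSO with NR2E3 transfected cells and 100% = cells lacking NR2E3 construct; higher means lower luciferase signal from less NR2E3 corepressor binding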
# hiPSC survival – enhancers of single-cell hiPSC survival, primary screen, ATPlite luminescence. 100% = ROCK inhibitor wells, 0% = DMSO. survival enhancement, % at 20 µM. 360,000 tested, 0.044% active. AID 602274, 2012; in the data active = survival enhancement above about 18%;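 also: cells exposed to compounds for 16 hours before the ATP read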
# Peg3 promoter – Peg3 promoter-driven luciferase inhibitors, primary screen, cell-based, HeLa, luciferase luminescence; HeLa PEG-Prom luciferase reporter, overnight; inhibition, % at 20 µM; 360,000 tested, 1.7% active; AID 588405, 2011;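 active = inhibition of at least 50% at 20 µM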
# KKLEB tox – cytotoxicity in KKLEB CF airway cells, primary screen, cytotoxicity control for CF NF-kB inhibitor project, cell-based, uHTS, fluorescence assay plates | activity change (cytotoxicity), % at 5 µM | 360,000 tested, 0.36% active | KKLEB CF airway cells viability, ATPlite luminescence, overnight; stronger effect = lower value; cells stimulated with P. aeruginosa culture filtrate;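 active = corrected activity change at or below -50% at 5 µM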
# An asterisk follows results filed as active; . = not tested or not shown; & = joins results of further samples. Not all compounds are listed; rates above refer to the full screens.
molecule,Peg3 promoter,CF NFkB inh,TRPM1 prom inh,TRAIL sens C8,NR2E3 ag-2,EBV LMP1 NFkB,NR2E3 ag-1,HIF-2a block,Shn3 3UTR inh,hiPSC survival,KKLEB tox
COc1ccc(-n2c(SCC(=O)Nc3cc(C)on3)nc3c([nH]c4ccccc43)c2=O)cc1,-3.3,0.2,4.5,41.9,-1.6,-0.3,5.0,13.9,10.2,0.1,1.2
COC(=O)C1=COC(C)C2CN3CCc4c([nH]c5cc(OC)c(OC)cc45)C3CC12 (stereo not given),7.2,2.7,9.9,-8.2,-14.1,6.9,-4.9,8.8,15.6,-1.2,-4.5
CCOC(=O)C1=CCN(S(=O)(=O)c2ccc(C)cc2)C1c1cccc2ccccc12 (stereo not given),34.5,21.1,.,-6.4,-23.2,.,.,11.1,1.7,-0.8,-15.1
Fc1ccc(-c2nnn(Cc3nc4ccccc4s3)n2)cc1,-107.8,-1.2,-21.0,1.1,-33.6,-5.2,0.0,-158.4,-22.1,-0.6,-3.9
CCn1c(C)c(C(C)=O)c(N2CCN(c3cccc(Cl)c3)CC2)nc1=S,-1.7,-0.6,-2.8,-3.8,-0.2,7.7,-0.5,13.3,3.0,2.1,5.9
Cc1nc(OCC(C)C)c2sc3nc4c(cc3c2n1)COC(C)(C)C4,-344.5,13.0,.,24.0,-47.9,.,0.2,-332.7,-94.2,0.4,-10.7
COc1ccc(C2CC(=O)NC(=O)C2)cc1,0.8,1.2,4.0,-21.9,-24.2,-3.8,.,18.8,-14.6,-0.9,-2.9
COc1ccc(C(=O)ON=C2CCN(c3ccc([N+](=O)[O-])cc3)CC2)cc1,-7.6,2.0,-9.5,-16.4,-11.7,-14.4,2.0,3.2,-2.5,0.9,-27.5
CCOC(=O)C1(Cc2ccc(OC)cc2)CCN(C(=O)CCn2ccc(C)n2)CC1,-10.6,0.1,-12.3,-3.0,-0.2,-2.4,3.9,-19.6,-0.4,5.6,-0.7
COCCOc1cc(NC(=O)c2sccc2Oc2ccc([N+](=O)[O-])cc2F)c(Cl)cc1Cl,21.0,18.5,-1.8,0.3,-4.0,3.8,-1.0,18.8,5.8,1.3,-14.1
O=C(N/N=C/C1CC=CCC1)c1cc(-c2cccnc2)nc2ccccc12 (stereo not given),12.8,2.0,-9.9,-9.6,-35.7,-12.4,0.3,9.7,-5.3,1.0,3.3
C=CCCC(=O)N1C[C@H]2CON(C)[C@H]2C[C@H]1c1cccc(Nc2ccccc2)c1,7.4,12.4,-7.8,-0.7,-14.2,-0.2,.,8.2,-3.5,0.2,-3.7
Cc1ccc(S(=O)(=O)N2CCN(C(=O)CN3CCOCC3)C2c2ccccc2)cc1 (stereo not given),10.5,-6.2,-2.2,9.9,5.0,2.3,-1.1,13.1,2.0,-2.3,-8.1
CCOC(=O)C1CCCN(C(=O)C2c3ccccc3Oc3ccccc32)C1 (stereo not given),26.6,0.3,-8.6,7.9,-12.7,-4.0,0.2,15.2,-8.0,13.7,-10.0
O=C1CNC(=O)N1,-23.7,0.7,-4.5,4.1,4.5,1.7,4.2,8.9,-7.5,-1.6,0.9
CN(CC(=O)Nc1ccc(Cl)c(C(F)(F)F)c1)C(=O)COC(=O)C1CC2CCCC(C1)C2=O (stereo not given),0.2,10.7,-0.2,0.2,-6.8,-5.5,.,0.6,20.7,0.8,-0.3
Cc1cc(F)ccc1NC(=O)c1cc(S(=O)(=O)N2CCc3ccccc32)cn1C,29.6,-3.3,.,7.8,-14.8,16.6,0.5,6.5,36.7,-3.6,5.7
CC(C)c1nnc(NC(=O)c2cc3ccccc3o2)s1,-221.8,11.2,-107.7,0.2,-66.9,-10.6,7.3,-200.8,-94.8,0.2,-1.3
Cc1cc(SC(C)C(=O)O)nc2ccccc12 (stereo not given),12.1,-1.0,5.8,-3.7,-19.7,-0.3,8.1,16.3,-2.1,1.7,1.5
COc1cccc(C(=O)NCC2(c3ccccc3)CCCC2)c1OC,7.7,-4.4,5.7,14.7,4.0,2.2,-1.3,14.6,24.1,1.5,-9.4
CN(C(=O)COC(=O)c1ccccc1OCc1ccc(F)cc1)C1CCS(=O)(=O)C1 (stereo not given),8.7,5.4,-0.9,-4.7,17.0,-1.5,2.5,9.3,4.6,-0.2,-11.8
COc1ccccc1CNC(=O)C1CCCN(S(=O)(=O)c2cccc3cccnc23)C1 (stereo not given),-11.7,-3.1,8.2,0.8,-16.4,-0.9,-0.5,15.9,-5.1,0.6,10.5
CCOC(=O)Nc1ccc2c(c1)N(C(=O)OCCN(C)C)c1ccccc1CC2,-20.2&10.2,-4.4&-6.0,3.8,-2.2&8.7,-31.4&-44.4,-7.6&0.2,1.2&2.5,-15.7&-4.0,-11.4&-14.7,3.1&-3.0,5.4&6.6
O=C(Nc1ccc(Cl)c(-c2nc3ccccc3[nH]2)c1)c1cccnc1,29.9,9.8,-0.5,10.5,11.9,9.6,1.4,0.0,12.5,-3.3,-34.1
S=c1[nH]nc(Cc2ccc(Cl)cc2)o1,1.5,7.9,-1.8,-2.7,-3.2,-7.5,0.1,7.9,6.9,0.6,-0.2
CC(=O)Oc1ccccc1C(=O)OCCN=C1NS(=O)(=O)c2ccccc21,9.4,-11.9,-6.3,1.9,-21.7,-7.0,1.3,9.2,15.1,-0.6,3.7
CCOc1ccc(N(CC(=O)OC)S(=O)(=O)c2ccc3c(c2)n(C)c(=O)c(=O)n3C)cc1,6.4,-29.6,.,-15.6,-15.6,3.7,3.2,8.7,15.3,0.8,-8.5
CN(C)S(=O)(=O)c1ccc2c(c1)C(=NNC(N)=O)c1cc(S(=O)(=O)N(C)C)ccc1-2,12.6,9.3,10.0,3.5,2.3,-2.2,.,7.0,-17.0,0.2,-7.8
Cc1ccc(CN2CCC(c3nc4ccc(Cl)cc4[nH]3)CC2)cc1,36.9,-7.6,9.7,2.8,-13.2,4.0,-0.7,16.9,-8.4,-1.3,-18.1
O=C(NCCCn1ccnc1)c1ccc(Cl)c(S(=O)(=O)N2CCOCC2)c1,-79.2,8.2,0.6,1.1,7.0,0.9,2.8,1.5,-25.4,-1.7,-4.1
Cc1ccc(NC(=O)COc2ccc(/C=C3/NC(=O)NC3=O)cc2)cc1,16.1,13.8,5.6,1.1,-6.2,1.7,2.4,10.0,18.4,-0.4,-20.5
c1ccc(-c2cnnc3ccccc23)cc1,-14.5,-36.1,2.0,-0.7,-39.0,2.3,-3.1,15.9,-1.1,1.9,5.7
COc1ccc(OC)c(S(=O)(=O)N2CCC(C(=O)Nc3cccc(C(F)(F)F)c3)CC2)c1,31.8,0.9,20.6,4.9,14.8,-1.0,-1.6,32.7,17.6,-0.9,-6.1
O=C(c1cccc(S(=O)(=O)N2CCCC2)c1)N1CCN(c2ccccc2)CC1,18.4,9.4,6.0,17.4,-19.9,4.1,-0.7,14.1,-7.3,-0.6,-14.3
COc1ccccc1CNC(=O)[C@H](CCSC)NC(=O)[C@@H]1Cc2ccccc2CN1,-14.1,15.7,10.5,-4.6,-9.0,-5.4,-2.8,-1.5,3.5,2.5,-4.6
Cc1cc(F)ccc1S(=O)(=O)Nc1c(C)n(C)n(-c2ccccc2)c1=O,-0.2,7.2,10.6,2.9,-13.1,2.3,-4.2,-1.3,2.7,0.0,-11.8
CCSc1nnc(-c2ccccc2N)c(=O)[nH]1,-144.9,-1.5,-16.9,0.9,-92.7,-12.6,0.8,-174.4,-27.5,-1.1,11.7
COCc1cc(CN2CCCC(C(=O)Nc3ccc(-c4ccco4)cc3)C2)ccc1OC (stereo not given),14.5,23.7,-10.2,-1.2,-21.6,-2.5,-0.2,9.5,29.5,0.0,-24.6
O=C(O)CC1SC(=Nc2ccccc2)N(c2ccccc2)C1=O (stereo not given),3.1,-1.6,9.2,-14.0,-22.8,-13.4,2.7,5.6,-4.2,2.7,3.4
O=C(NCCN1CCOCC1)c1cc2cc([N+](=O)[O-])ccc2s1,5.5,-0.6,8.9,-7.2,16.8,-8.0,5.7,7.0,-5.9,2.4,-4.0
CCCCCn1c(=O)[nH]c2cc(C(=O)NCc3ccco3)ccc2c1=O,3.8,-9.7,0.5,23.5,-23.0,-5.5,2.1,14.0,2.3,-2.2,-0.8
CCOc1cc(/C=N/NC(=O)CN2CCOCC2)ccc1OCc1ccccc1,-3.0,-36.4,4.2,-10.7,-13.0,-1.5,-0.8,8.9,10.2,-1.8,25.6
CCOC(=O)N1CCN(S(=O)(=O)c2ccc(OCC(=O)OC)cc2)CC1,6.9,-0.6,-6.5,-15.3,-14.3,7.6,3.8,5.4,-9.2,-1.3,-1.9
Cn1c(=O)c2c(nc(CN3CCN(c4ccc(F)cc4)CC3)n2Cc2ccccc2F)n(C)c1=O,16.4,0.0,14.2,11.2,7.8,5.8,0.4,14.5,20.0,5.5,9.5
Cc1onc(-c2ccccc2)c1C(=O)Nc1ccc(S(=O)(=O)Nc2nccs2)cc1,13.2,-11.6,-1.0,-7.4,19.9,-5.5,-0.6,17.2,19.7,-0.5,10.4
COC(=O)C(NC(=O)C(C)NC(=O)OCc1ccccc1)C(C)C (stereo not given),9.6,2.7,4.2,7.2,-36.4,-2.3,6.1,13.2,19.8,-0.2,-2.3
Cc1onc(-c2c(Cl)cccc2Cl)c1C(=O)N=C(N)N1CCOCC1,-8.8,7.4,-1.0,16.9,3.6,-3.4,2.5,16.8,26.2,-0.8,-9.2
C[C@H]1CN([C@@H](C)CO)S(=O)(=O)c2ccc(C#Cc3ccccn3)cc2O[C@H]1CN(C)Cc1ccc(F)cc1,-18.8,1.0,.,-8.8,0.1,4.0,.,-14.8,-4.9,-2.0,-9.5
COc1cc(CNCc2ccccc2Cl)ccc1OCC(=O)NC1CCCCC1,17.5,-12.1,10.2,8.9,3.3,7.6,1.4,7.2,13.2,-0.3,21.6
